# High-throughput results deposited in PubChem BioAssay by several laboratories.
# hiPSC survival – enhancers of single-cell hiPSC survival, primary screen, ATPlite luminescence. 100% = ROCK inhibitor wells, 0% = DMSO. survival enhancement, % at 20 µM. 360,000 compounds, 0.044% hits; in the data active means survival enhancement above about 18%;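 further: cells exposed to compounds for 16 hours before the ATP read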
# m5-HT2A agonist – mouse Htr2a agonists via beta-arrestin recruitment, primary screen, cell-based, luminescence | 5-hydroxytryptamine receptor 2A (Mus musculus), P35363 | CHO-K1 mHTR2A beta-arrestin complementation; percent of 30 µM serotonin response | activation, % at 7.6 µM | 360,000 compounds, 0.66% hits | AID 624169, 2012;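 active means activation above a run cutoff, the mean activation of all tested compounds plus 3 SD, cut at about 14% in these data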;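 further: 0% = plate median of compound wells and 100% = 30 µM serotonin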
# Target sequence (P35363 whole entry, looked up): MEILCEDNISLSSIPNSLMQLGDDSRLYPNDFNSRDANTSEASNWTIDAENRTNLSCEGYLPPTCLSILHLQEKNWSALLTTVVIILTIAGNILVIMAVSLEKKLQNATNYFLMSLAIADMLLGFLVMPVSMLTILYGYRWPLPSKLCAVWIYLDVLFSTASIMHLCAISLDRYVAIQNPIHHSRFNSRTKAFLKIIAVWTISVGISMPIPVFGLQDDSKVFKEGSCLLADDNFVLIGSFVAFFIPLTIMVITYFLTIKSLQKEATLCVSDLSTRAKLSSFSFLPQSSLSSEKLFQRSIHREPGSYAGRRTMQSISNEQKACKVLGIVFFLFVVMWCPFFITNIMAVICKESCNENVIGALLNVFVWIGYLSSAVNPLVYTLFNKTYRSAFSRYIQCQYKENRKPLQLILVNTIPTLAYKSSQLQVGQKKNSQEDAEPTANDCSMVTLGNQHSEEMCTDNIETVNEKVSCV
# MC4R ag barr – MC4R agonists recruiting beta-arrestin, primary screen, cell-based, luminescence, agonist arm of biased-ligand search; Melanocortin receptor 4 (Homo sapiens), P32245; U2OS MC4R beta-arrestin complementation; percent of melanotan II response, DMSO zero; activation, % at 8.9 µM; 360,000 compounds, 0.98% hits; AID 540308, 2011;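 active means activation above a per-plate cutoff, the mean activation of sample wells on that plate plus 3 SD, cut at about 8% in these data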
# Target sequence (P32245 whole entry, looked up): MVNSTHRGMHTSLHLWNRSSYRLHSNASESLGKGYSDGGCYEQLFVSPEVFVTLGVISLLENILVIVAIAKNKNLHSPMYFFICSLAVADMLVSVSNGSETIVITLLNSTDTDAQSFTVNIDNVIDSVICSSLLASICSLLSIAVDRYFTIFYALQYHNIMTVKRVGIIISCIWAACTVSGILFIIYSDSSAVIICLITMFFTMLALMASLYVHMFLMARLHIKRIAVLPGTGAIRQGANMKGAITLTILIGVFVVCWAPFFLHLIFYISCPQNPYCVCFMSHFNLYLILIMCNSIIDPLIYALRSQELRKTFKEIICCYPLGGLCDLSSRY
# ABCB6 inh MLPCN – ABCB6 transporter inhibitors, primary screen, K562-ABCB6 cells, flow cytometry, MLPCN library | ATP-binding cassette sub-family B member 6 (Homo sapiens), Q9NP58 | K562-ABCB6 porphyrin accumulation, 1 h; hits give low values | fluorescence ratio to DMSO, % at 10 µM | 360,000 compounds, 0.19% hits | AID 602162, 2011;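 active means fluorescence ratio to DMSO below 75%, the collection mean minus 3 SD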;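 further: signal is porphyrin accumulated inside mitochondria; 100% equals median channel fluorescence of DMSO control wells; lower ratio means ABCB6 inhibition with less porphyrin fluorescence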
# H9c2 protect – cardioprotection against H2O2-induced cell death, primary screen, uHTS, H9c2 cells, ATPLite luminescence | AID 588492, 2011 | 360,000 compounds, 0.63% hits | protection from H2O2 cell death, % at 20 µM | H9c2 cardiomyocytes, H2O2 injury protection, 2 h;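 active means compounds giving at least 50% protection of heart cells from peroxide-induced death in the single-dose screen, raw or plate-pattern-corrected value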;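 further: 0% = DMSO wells with peroxide and 100% = DMSO wells without peroxide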
# aDG glyco up – activators of alpha-DG glycosylation, primary screen, uHTS, Pro5-aDG cells, AlphaScreen; alpha-DG glycosylation AlphaScreen (IIH6); 0% Pro5, 100% B10-LARGE cell signal; activation, % at 10 µM; 360,000 compounds, 0.22% hits; AID 624168, 2012;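 active means activation of at least 8% versus controls, or a plate z-score of at least 8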;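 further: Pro5 are CHO cells carrying HIG-tagged alpha-DG that lacks glycosylation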
# ABHD5 PLIN5 PPI – ABHD5-PLIN5 interaction inhibitors, primary screen, cell lysate, split luciferase complementation, luminescence; Split G. princeps luciferase complementation, 4 h; AID 602281, 2012; 360,000 compounds, 0.78% hits; inhibition, % at 4 µM;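 active means inhibition above the mean inhibition across every tested compound plus 3 SD, cut at about 22% in these data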;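 further: 0% = DMSO only wells and the 100% control is not disclosed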
# Exocytosis inh – LAMP-1 surface exposure blockers, TALL-104 cells – cell-based, flow cytometry, MLPCN library, primary screen; TALL-104 LAMP-1 surface exposure; cells stimulated with thapsigargin and PMA; inhibition, % at 10 µM; 360,000 compounds, 0.66% hits;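 active means inhibition above about 55%, limit read from the data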
# N-glyco inh – increase of ERlucT glycosylation luciferase signal, primary screen, N-linked glycosylation inhibitor project, D54 ERlucT cells, luminescence, set 2; D54 ERlucT glycosylation luciferase reporter, 24 h; percent of 100 nM tunicamycin response; reporter increase, % at 12.5 µM; 360,000 compounds, 0.23% hits;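 active means mean luciferase reporter signal, scaled so untreated is 0 and the glycosylation-blocking control 100, at or above a set limit in every replicate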;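 further: luciferase carries N-glycosylation sites so blocking glycosylation raises the light; 0% = median of neutral control wells and 100% = median of 100 nM tunicamycin wells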
# MC4R antag cAMP – MC4R antagonists of cAMP signaling, primary screen, cell-based, TR-FRET, antagonist arm of biased-ligand search. Melanocortin receptor 4 (Homo sapiens), P32245. MC4R-expressing cells, MTII-stimulated cAMP, LANCE TR-FRET. inhibition, % at 6.5 µM. 360,000 compounds, 0.48% hits. AID 540295, 2011;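 active means inhibition above its plate's cutoff, the mean of tested wells on that plate plus 3 SD, cut at about 29% in these data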;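 further: 0% = Melanotan II alone and 100% = Melanotan II plus saturating MCL0020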
#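 Material: U2OS-MC4R stable cell line | Reagent: Melanotan II challenge after compound preincubation | Doses: One concentration, 6.5 µM nominal | Incubation: 30-min compound preincubation, 1-h Melanotan II challenge, 1-h detection, room temperature | Signal: TR-FRET cAMP assay | Replicates: One well per compound, no replicates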
# An asterisk follows results filed as active; nt = not tested or not shown.
SMILES,hiPSC survival,m5-HT2A agonist,MC4R ag barr,ABCB6 inh MLPCN,H9c2 protect,aDG glyco up,ABHD5 PLIN5 PPI,Exocytosis inh,N-glyco inh,MC4R antag cAMP
Cc1nn(Cc2ccccc2)c(C)c1/C=N/NC(=O)c1cccnc1,-1.3,2,-2.3,93,3,0.0,7,-1,-2,2
CN1C2C=CC(=O)C1C1C(=O)N(c3ccccc3)C(=O)C12 (stereo not drawn),-1.5,1,nt,99,0,1.2,44*,1,2,nt
CCOc1ccccc1C(=O)N[C@H](C(=O)NCc1ccccc1)C(C)C,-0.4,4,-1.7,98,9,-0.2,-1,7,0,15
Oc1cccc(-c2sc3ccccc3c2-c2ccc(OCCN3CCCCC3)cc2)c1,-0.9,-4,nt,103,nt,1.6,12,59*,nt,nt
NCCc1c(-c2ccccc2)n(-c2ccccc2)c2ccccc12,-0.9,-2,1.8,92,-21,-0.6,1,91*,5,5
COC(=O)c1ccc(NC(C(=O)OC)C(C)C)c([N+](=O)[O-])c1 (stereo not drawn),1.0,-1,-2.4,97,-2,0.2,0,8,1,14
O=C(CN1CCN(c2nc(-c3ccc(Cl)cc3)cs2)CC1)NCc1ccco1,-1.2,-4,-0.7,106,-11,1.5,2,4,1,12
CCOc1ccc(NC(=O)C2CCC(C)(C(=O)O)C2(C)C)cc1 (stereo not drawn),3.3,-1,-2.4,100,16,0.0,4,-6,1,7
O=C(CNC(=O)c1ccc(Br)o1)NCC(=O)OCc1ccccc1,-0.4,9,-1.0,104,7,-0.3,10,-4,3,1
CCCOc1ccc(-c2c(C(=O)N/N=C/c3ccco3)nnn2-c2nonc2N)cc1,-0.2,-1,-3.1,96,0,0.2,0,-2,1,13
CC1=C/C(=C(/c2ccc(O)c(C)c2)c2ccccc2S(=O)(=O)O)C=CC1=O,0.0,-6,-5.5,102,0,-0.3,3,0,0,-2
Cc1ccc(-c2cc(C(=O)N/N=C/c3cccnc3)c3ccccc3n2)cc1C,-0.7,-1,-3.0,89,-11,-0.1,4,8,-1,7
C[C@@H]1C=C(C(=O)NCc2ccccc2)O[C@H](OCc2ccc(CO)cc2)C1,-0.1,0,-0.8,96,0,-0.1,-4,20,-2,6
O=C(Nc1ccc(F)cc1)c1sc2cc(C(F)(F)F)cnc2c1-c1cccs1,3.5,-2,11*,97,-19,0.0,2,-2,0,1
Cc1ccnc(NS(=O)(=O)c2ccc(NC(=O)C3CC3)cc2)n1,0.6,5,-3.1,96,4,-0.1,-4,8,nt,-2

# 3 entries already listed, ordered by the number in MC4R ag barr, ascending.
Structure	MC4R ag barr
CCCOc1ccc(-c2c(C(=O)N/N=C/c3ccco3)nnn2-c2nonc2N)cc1	-3.1
Cc1nn(Cc2ccccc2)c(C)c1/C=N/NC(=O)c1cccnc1	-2.3
CCOc1ccccc1C(=O)N[C@H](C(=O)NCc1ccccc1)C(C)C	-1.7

# Next part.
SMILES,hiPSC survival,m5-HT2A agonist,MC4R ag barr,ABCB6 inh MLPCN,H9c2 protect,aDG glyco up,ABHD5 PLIN5 PPI,Exocytosis inh,N-glyco inh,MC4R antag cAMP
Cc1cc(C)c([N+](=O)[O-])cc1-c1ccc(/C=N/NC(=O)c2nonc2N)o1,-0.3,-1,-1.3,96,15,3.1,0,4,1,-3
CC1(C(=O)OCC(=O)Nc2cccc(S(=O)(=O)NC3=NCCCCC3)c2)CC1(Cl)Cl (stereo not drawn),-0.5,9,-2.2,102,-1,0.0,0,0,-1,0
O=C(CN1C(=O)NC(CCc2ccccc2)C1=O)NC1CC1 (stereo not drawn),-0.4,-1,-2.7,100,-5,0.0,1,1,2,-4
Cc1ccc(N=Cc2cccc(O)c2O)c(C)c1,-1.0,6,1.7,101,73*,-0.6,-46,93*,3,-1
O=C(CN(C(=O)CNC(=O)c1cccs1)c1ccc(F)cc1)NC1CCCC1,0.4,4,-0.9,99,1,0.0,3,8,-1,12
O=C(NC(=S)N1CCN(CCO)CC1)C12CC3CC(CC(C3)C1)C2,3.6,3,0.8,101,14,-0.4,-2,0,1,9
CCOC(=O)c1c(C)[nH]c(C(=O)OCC(=O)NCCc2ccc(OCC)c(OCC)c2)c1C,-0.7,-3,-2.5,101,6,-0.3,-12,4,-1,4
Cc1c(CNC(=O)c2nn3c(c2Cl)NC(c2ccccc2)CC3C(F)(F)F)cnn1C (stereo not drawn),1.1,1,1.2,100,-4,0.2,-3,6,-2,16
O=[N+]([O-])c1cc2c(cc1/C=N/Nc1nc(N3CCCC3)nc(N3CCCC3)n1)OCO2,2.1,-3,-1.3,90,16,0.2,-1,-3,0,-3
CC1(C(=O)NS(=O)(=O)c2ccccc2Cl)CCN1C(=O)Cc1cc(F)ccc1F (stereo not drawn),1.4,3,-0.8,94,-2,-0.1,4,-3,2,1
CC(=O)N1CC2(C)CN(C(C)=O)CC(C)(C1)C2=O,-0.4,-5,-2.1,89,3,-0.3,-6,-2,4,6
Cc1cccc(OCCNC(=S)NC(=O)c2cncc(Br)c2)c1,-0.2,-4,9.3*,106,-5,0.2,-4,-13,nt,0
CCOC(=O)c1cc(-c2cccs2)[nH]n1,0.4,2,-0.9,99,2,0.0,-2,-3,3,0
CCc1ccc(C(=O)COC(=O)c2ccc(-c3nnc(-c4ccccc4)o3)cc2)cc1,-1.7,-3,-0.8,96,-10,0.1,-5,4,0,-1
O=C(CCC1CCCC1)N1CCN(C(=O)c2cccnc2)CC1,0.3,4,3.4,97,0,-0.4,-4,0,0,5
CCc1cc2c(CN3CCN(C)CC3)cc(=O)oc2cc1O,-1.1,3,-2.3,94,0,-0.1,6,1,-1,4
S=c1[nH]nc(COc2ccc3ccccc3c2)o1,-1.5,0,-0.7,100,8,0.1,0,-4,1,0
O=C(C1CC1)N1CCc2cc(Br)cc(S(=O)(=O)NCC3COc4ccccc4O3)c21 (stereo not drawn),-2.0,1,-1.6,95,-11,0.1,-6,-1,-2,9
COc1cc(NC(=O)CCN2CCN(C)CC2)cc(OC)c1,0.5,-3,-0.4,100,5,-0.1,-3,-6,4,4
N#CC1=C(N)Oc2c(oc(CO)cc2=O)C12C(=O)Nc1ccc(Cl)cc12 (stereo not drawn),-3.6,4,-0.2,96,0,-0.1,-2,-1,-1,0
CCOC(=O)c1c(C)[nH]c(C)c1S(=O)(=O)N(C)CC(=O)Nc1cccc(F)c1,-0.4,-2,-1.1,100,2,-0.2,-7,2,1,5
COCC(=O)Nc1nnc(COc2ccccc2)s1,-3.1,1,0.7,96,-3,0.0,-10,-1,3,16
CCOc1nc(NC(=O)NS(=O)(=O)c2cccc(Cl)c2)nc(-c2ccccc2)n1,-0.8,-1,-3.2,100,-2,-0.1,4,2,4,-2
O=C(NCC1CCCO1)c1ccc2nc(N3CCCCC3)sc2c1 (stereo not drawn),-0.4,4,-0.6,94,-18,0.3,0,0,-2,-7
CCc1nnc(NC(=O)CSc2nnc(C3CC3)n2C)s1,-0.4,1,-3.1,95,5,3.4,-1,-13,-1,16
O=C(CCS(=O)(=O)Cc1ccccc1F)NCCc1ccc(Cl)cc1,-0.4,2,-2.1,102,6,-0.2,-1,-8,0,8
CCOC(=O)C1(C)CCCCN1C(=O)c1cccc(Cl)c1 (stereo not drawn),0.6,-3,-0.5,99,2,0.2,8,3,0,11
Cc1ccc(C(=O)NCC(=O)Nc2ccc3c(c2)CCC3)cc1C,0.3,-8,6.2,104,-4,0.0,2,-1,-4,-1
CCC(C)NC(=O)CCn1ccc2cc(S(=O)(=O)N3CCCC3)ccc21 (stereo not drawn),1.4,-3,-2.9,91,2,-0.4,-9,0,-1,0
O=C(c1cc(Br)ccc1O)N1CCN(S(=O)(=O)Cc2ccccc2)CC1,-0.4,-8,-4.7,96,-6,0.6,6,0,-4,2
O=C(CSc1ccccc1C(=O)N1CCN(c2ccccc2)CC1)N1CCCC1,0.1,3,-1.6,96,-2,0.5,2,-11,-1,8
CS(=O)(=O)N1CCN(c2ncccn2)CC1,-1.8,10,-0.9,98,0,-0.1,-1,-2,1,2
C/C(=N\NC(=O)C1CC1(c1ccccc1)c1ccccc1)c1cccc([N+](=O)[O-])c1 (stereo not drawn),-0.1,1,-1.4,100,-6,-0.1,7,-6,-9,0
COc1ccc2c(C)c(C(=O)N3CC[C@@H](N4CCC(O)CC4)[C@H](O)C3)oc2c1,-0.2,3,-1.2,97,1,-0.2,0,0,2,10
CC(C)S(=O)(=O)c1csc(C(=O)NNC(=O)Nc2ccccc2)c1Cl,-0.7,-2,-1.2,103,-1,-0.2,-1,-2,1,14
CCN(CC)CCNC(=O)c1ccc(NC(=O)c2ccc(S(=O)(=O)N3CCCC3)cc2)cc1,1.1,-4,-0.7,102,6,0.7,1,2,-1,8
COc1ccc(C2C(C(=O)Nc3ccc(F)cc3)=C(C)Nc3nc(CCCO)nn32)cc1 (stereo not drawn),1.4,-2,-1.5,99,11,0.2,4,0,1,7
O=C(COC(=O)Cc1ccc(-c2ccccc2)cc1)NCc1ccccc1,1.4,5,0.7,105,-2,-0.2,-11,0,1,-13
CC1(C(=O)NS(=O)(=O)c2ccccc2Cl)CCN1C(=O)C1(c2ccccc2)CCCC1 (stereo not drawn),-0.6,2,0.2,97,14,1.0,0,6,0,7
CC1(c2nnc(-c3cccc(Cl)c3)o2)CC(c2ccc(OC(F)(F)F)cc2)=NO1 (stereo not drawn),1.3,-5,-0.1,97,-10,-0.2,0,-1,1,3
CS(=O)(=O)c1ccc(S(=O)(=O)N2CCC(CO)(CCCc3ccccc3)CC2)cc1,0.4,2,-0.3,96,0,0.0,4,-3,-2,1
COc1ccc(N(C)C(=O)c2cc3c(s2)-c2ccccc2S(=O)(=O)C3)cc1,0.3,-1,1.8,99,-3,-0.2,3,-3,-2,5
COc1ccccc1C(=O)NCC(=O)Nc1ccc2c(c1)CCC2,0.2,-8,3.9,96,-4,0.1,-6,12,3,9
O=C(N/N=C/c1cc([N+](=O)[O-])ccc1O)c1c[nH]c2ccccc12,-0.7,1,-0.2,100,48,-0.1,4,-1,1,27
O=C(CCN1C(=O)/C(=C/c2ccc3c(c2)OCO3)SC1=S)Nc1ccc(C(=O)O)cc1,-0.7,-6,-0.2,92,6,-0.1,-6,12,-3,-4
